# Assay outcomes deposited in PubChem by NMMLSC.
# Bim-Bcl-XL: disrupts Bim peptide binding to human Bcl-XL; Q07817; bead flow cytometry, fluorescence; inhibition, % at 10 µM; 190,000 tested, 0.04% active
# Target sequence (Q07817 whole entry, looked up): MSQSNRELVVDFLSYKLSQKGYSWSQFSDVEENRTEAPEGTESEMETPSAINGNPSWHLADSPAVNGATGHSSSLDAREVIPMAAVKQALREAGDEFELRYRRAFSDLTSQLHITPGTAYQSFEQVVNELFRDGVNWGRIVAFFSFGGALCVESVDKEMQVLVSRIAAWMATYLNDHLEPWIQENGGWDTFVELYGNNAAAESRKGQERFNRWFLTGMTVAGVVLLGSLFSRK
# ABCB1 block: inhibitors of human ABCB1 transporter, ABCG2 counter-screen; P08183; CCRF-Adr cells, JC-1 efflux, flow cytometry; inhibition, % at 6.6 µM; 190,000 tested, 0.067% active; in the data active = inhibition above about 40%;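 note: 0% = vehicle and 100% = reference inhibitor; higher value means more JC-1 retained so stronger ABCB1 efflux block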
# Bim-Bcl-B: disrupts Bim peptide binding to human Bcl-B; 190,000 tested, 0.073% active; AID 951; bead-based flow cytometry; inhibition, % at 10 µM; Q9HD36;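 note: 0% = tracer peptide without compound and 100% = reference inhibitor peptide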
# ABCG2 inh: blocks JC-1 efflux by human ABCG2 transporter; Q9UNQ0; IgMXP3 cells, flow cytometry; inhibition, % at 6.6 µM; 190,000 tested, 0.1% active; AID 1325;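 active = inhibition above 80%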;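 note: 0% = DMSO and 100% = nicardipine control wells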
#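 Assay system – ABCG2 IgMXP3 and barcoded ABCB1 CCRF-Adr cell mix · Input – 3 million cells/mL in well · Reagent – JC-1 fluorescent substrate · Compound – single test compound dose, 6.6 µM final · Timing – 10 min exposure at 25 °C with rotation, no wash · Detection – flow cytometry of retained JC-1 fluorescence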
# RGS7-Gao reg: human RGS7-Galphao interaction regulation | P09471 | AID 1439 | binding response (% of control), % at 10 µM | Multiplexed bead flow cytometry, RGS7-Galphao binding; actives lie on both sides | 220,000 tested, 0.35% active; in the data active = binding response below about 49% or above about 150%; inconclusive = no clear call, values can overlap the other calls; inactive = in between;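 note: fluorescent Galphao held in activated GDP-AlF4 state binding bead-coupled RGS7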
# Target sequence (P09471 whole entry, looked up): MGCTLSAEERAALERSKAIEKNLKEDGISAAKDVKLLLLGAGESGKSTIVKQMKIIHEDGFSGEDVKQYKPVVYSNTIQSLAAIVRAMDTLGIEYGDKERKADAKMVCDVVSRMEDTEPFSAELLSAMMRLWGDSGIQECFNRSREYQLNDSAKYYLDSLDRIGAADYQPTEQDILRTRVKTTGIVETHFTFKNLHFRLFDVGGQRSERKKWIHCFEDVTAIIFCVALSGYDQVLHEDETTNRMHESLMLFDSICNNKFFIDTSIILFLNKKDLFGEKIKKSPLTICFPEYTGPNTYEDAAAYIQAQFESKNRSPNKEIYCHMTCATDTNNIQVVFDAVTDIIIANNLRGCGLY
# RGS8-Gao reg: regulators of human RGS8-Galphao interaction. multiplexed bead flow cytometry, RGS8-Galphao binding; actives lie on both sides. response (percent of control binding), % at 10 µM. 220,000 tested, 0.34% active. P09471; in the data active = response below about 60% or above about 140%; inactive = in between;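 note: Galphao activated as the GDP aluminium fluoride complex binding bead-coupled RGS8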
# RGS4-Gao reg: human RGS4-Galphao interaction regulation; P09471; Multiplexed bead flow cytometry, RGS4-Galphao binding; actives lie on both sides; binding response (% of control), % at 10 µM; 220,000 tested, 0.33% active; in the data active = binding response below about 49% or above about 150%; inactive = in between;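 note: fluorescent Galphao activated with aluminum fluoride binding bead-coupled RGS4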
# GSH bead fluor: compound fluoresces at 488/530 nm on GSH beads; GSH beads flow cytometry, compound fluorescence 488/530 nm; active compounds read high; fluorescence (KMESF) at 10 µM; 190,000 tested, 0.25% active; AID 1776; in the data active = fluorescence above about 89;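 note: glutathione beads carrying GST-tagged Bcl family fusion proteins plus one bare bead set; values are compound well signal with DMSO vehicle wells as background; inactives centre near 16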
# Bim-Bcl-2: disrupts Bim peptide binding to human Bcl-2; P10415; Bead-based flow cytometry, Bim peptide-Bcl-2 binding; inhibition, % at 10 µM; 190,000 tested, 0.06% active; AID 950; in the data active = inhibition above about 40%; inconclusive = no clear call, values can overlap the other calls;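 note: 0% = no compound wells with probe peptide and 100% = reference peptide inhibitor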
# Target sequence (P10415 whole entry, looked up): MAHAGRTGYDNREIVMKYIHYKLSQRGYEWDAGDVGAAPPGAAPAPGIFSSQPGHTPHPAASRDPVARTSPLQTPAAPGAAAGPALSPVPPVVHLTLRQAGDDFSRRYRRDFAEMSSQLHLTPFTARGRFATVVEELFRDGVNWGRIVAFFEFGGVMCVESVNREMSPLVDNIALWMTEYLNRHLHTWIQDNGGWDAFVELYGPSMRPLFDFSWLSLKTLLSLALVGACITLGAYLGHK
# Bfl-1 Bim block: disrupts Bim binding to human Bfl-1 | inhibition, % at 10 µM | 190,000 tested, 0.12% active | Bead-based flow cytometry, Bim-Bfl-1 binding inhibition;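 note: 0% = wells without compound plus tracer and 100% = blocker peptide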
# Bcl-W Bim block: human Bim-Bcl-W interaction inhibition; Q92843; bead-based flow cytometry, Bim peptide-Bcl-W binding; inhibition, % at 10 µM; 190,000 tested, 0.02% active; AID 952;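 note: 0% = bound tracer without compound and 100% = peptide blocker; higher means less fluorescent Bim peptide bound to Bcl-W beads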
# Target sequence (Q92843 whole entry, looked up): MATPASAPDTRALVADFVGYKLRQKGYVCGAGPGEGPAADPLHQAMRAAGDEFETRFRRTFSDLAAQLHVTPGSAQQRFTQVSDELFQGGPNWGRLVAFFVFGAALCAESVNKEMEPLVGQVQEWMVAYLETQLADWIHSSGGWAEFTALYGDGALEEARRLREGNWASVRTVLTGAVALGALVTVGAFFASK
# * hit, by the source's call; u = inconclusive. Cut-off read from the data, not from the text of the source, unless noted: active = inhibition above about 40%.
SMILES,Bim-Bcl-XL,ABCB1 block,Bim-Bcl-B,ABCG2 inh,RGS7-Gao reg,RGS8-Gao reg,RGS4-Gao reg,GSH bead fluor,Bim-Bcl-2,Bfl-1 Bim block,Bcl-W Bim block
Cc1[nH]nc(Nc2ccc(O)cc2)c1[N+](=O)[O-],-1.0,0.9,-6.0,3.4,96.3,102.4,100.7,14,0.0,-1.0,0.0
COc1ccc(-c2cc(C(F)(F)F)nc(NCc3cccnc3)n2)cc1,-1.0,0.8,1.0,1.5,103.0,103.2,100.5,23,0.0,-1.0,-3.0
CCCCn1c(SCC(N)=O)nc2c(sc3ccccc32)c1=O,-10.0,1.2,-8.0,21.2,104.2,105.2,106.0,21,-8.0,-19.0,-1.0
CCn1c(C)nc2cc(C(=O)N/N=C/c3ccc(OC)c(O)c3)ccc21,-5.0,-0.3,-2.0,-4.3,98.1,103.4,99.0,4,0.0,0.0,-1.0
O=C(CSc1nccc(=O)[nH]1)Nc1ccc(Br)c(Cl)c1,-6.0,0.2,-8.0,4.2,93.6,95.8,94.6,30,-5.0,-14.0,-4.0
Cc1ccc2nc(NC(=O)CCn3c(=O)sc4ccccc43)sc2c1,-2.0,0.7,-8.0,2.1,94.0,101.5,98.2,27,-7.0,-9.0,0.0
O=C(CN1CCN(S(=O)(=O)c2ccc(F)cc2)CC1)Nc1cccc(C(F)(F)F)c1,0.0,0.5,-3.0,2.4,101.9,101.7,100.2,11,-3.0,-2.0,0.0
Cc1cccc(C)c1NC(=O)C(c1ccc([N+](=O)[O-])cc1)N1CCCCC1 (stereo not drawn),0.0,0.4,0.0,2.0,98.4,101.4,98.7,22,-1.0,-2.0,0.0
CC(C)COC(=O)/C(C#N)=C/c1c[nH]c2ccccc12,-9.0,0.5,-6.0,15.9,104.4,101.4,101.6,18,-6.0,-3.0,-4.0
N/C(=N\OC(=O)CCc1ccccc1)c1ccc(Br)cc1,-2.0,-0.1,-2.0,0.8,98.8,92.0,96.7,13,-1.0,-1.0,-1.0
Cn1c(=O)c2c(nc(SCCN3CCOCC3)n2Cc2ccccc2)n(C)c1=O,2.0,1.4,-14.0,2.3,100.0,100.8,100.5,22,-2.0,1.0,-2.0
O=C(NCc1ccco1)c1ccc(N2CCCC2=O)cc1,0.0,0.2,-11.0,0.9,100.4,100.2,104.6,18,5.0,0.0,0.0
COc1cc2c(cc1OC)C(C)N(C(=O)c1cc3ccccc3o1)CC2 (stereo not drawn),0.0,-0.5,-10.0,15.1,104.3,102.2,106.9,41,-9.0,-14.0,1.0
O=C(CCn1c(=O)[nH]c2ccsc2c1=O)NCc1ccc(F)cc1,0.0,-0.1,-4.0,0.2,98.9,103.8,99.9,29,-1.0,-2.0,1.0
COc1ccc(N(C)S(=O)(=O)c2cccc3cccnc23)c(OC)c1,1.0,0.6,-3.0,2.9,108.9,103.5,111.7,10,1.0,0.0,3.0
O=C(NCCCN1CCCC1=O)NC1CCCCC1,6.0,0.4,1.0,1.6,101.5,100.6,102.1,9,2.0,3.0,6.0
O=C(OC(C(=O)NC1CCCC1)c1ccccn1)c1cccs1 (stereo not drawn),-2.0,0.1,-3.0,0.3,99.2,102.3,101.4,13,-7.0,-1.0,-2.0
COc1cccc2c(=O)c3ccoc3n(C)c12,6.0,1.0,2.0,8.7,107.6,106.9,107.6,22,-1.0,-2.0,3.0
CCOc1ccccc1N1CCN(c2nc3ccccc3nc2C(C#N)C(=O)OC)CC1 (stereo not drawn),0.0,0.4,-3.0,0.6,99.5,100.5,100.4,11,0.0,-1.0,-4.0
COc1cc(CCC(=O)N2CCN(S(=O)(=O)c3ccc(C)c(C)c3)CC2)cc(OC)c1OC,-2.0,1.1,-3.0,3.0,103.3,99.3,102.5,16,0.0,-4.0,-1.0
OCCN1CCN(CCCN2c3ccccc3Sc3ccc(C(F)(F)F)cc32)CC1,0.0,2.0,-4.0,1.7,103.6,102.0,101.0,21,-3.0,-3.0,-1.0
CCOC(=O)Cc1csc(NC(=O)c2ccc(S(=O)(=O)N(CCOC)CCOC)cc2)n1,-3.0,1.3,-10.0,18.7,106.9,103.2,102.8,19,-4.0,-7.0,-1.0
NC1=NC(=O)C(CC(=O)c2ccc(Cl)cc2)S1 (stereo not drawn),-7.0,-0.2,-1.0,-1.2,98.0,102.4,100.8,19,-3.0,-11.0,-1.0
O=C(Nc1cc2nn(-c3ccccc3)nc2cc1Cl)c1ccco1,-6.0,0.5,-7.0,6.0,96.6,102.5,99.5,40,-8.0,-11.0,0.0
CCCOc1ccc(N2CC(C(=O)NC(C)C)CC2=O)cc1 (stereo not drawn),-1.0,0.1,4.0,0.4,98.0,100.3,102.8,27,-4.0,-1.0,-1.0

# (listing goes on)
SMILES,Bim-Bcl-XL,ABCB1 block,Bim-Bcl-B,ABCG2 inh,RGS7-Gao reg,RGS8-Gao reg,RGS4-Gao reg,GSH bead fluor,Bim-Bcl-2,Bfl-1 Bim block,Bcl-W Bim block
CN(C)CCOC(=O)c1cccc(Br)c1,0.0,-0.2,-2.0,-0.8,101.4,103.0,104.2,10,0.0,-2.0,0.0
CCOC(=O)C1CCCN(C(=S)Nc2cccc(Cl)c2C)C1 (stereo not drawn),-5.0,0.1,-6.0,-0.4,101.5,103.4,101.4,13,-9.0,-7.0,-1.0
Cc1ccc(Cn2nc(C)c(NC(=O)C3CC3)c2C)cc1,-4.0,0.5,0.0,0.6,96.4,99.4,96.9,29,2.0,1.0,1.0
COc1cccc(CN2CCN(Cc3ccon3)CC2CCO)c1 (stereo not drawn),0.0,0.4,-2.0,1.0,86.3,93.2,89.8,10,-2.0,-6.0,-5.0
COC(=O)c1cc(C(=O)OC)n(Cc2ccc(C)cc2)c1C,-1.0,0.3,0.0,6.2,u,102.0,104.3,11,-1.0,-6.0,1.0
O=C(Cn1cc(C(F)(F)F)cc(Cl)c1=O)Nc1cccc(Cl)c1,-5.0,0.0,-4.0,1.3,90.8,102.4,92.3,12,-1.0,-3.0,-5.0
O=C(O)c1cn(Cc2ccccc2Cl)c2ccc(S(=O)(=O)N3CCOCC3)cc2c1=O,0.0,0.3,-5.0,2.5,99.1,101.1,99.6,11,-1.0,-6.0,-1.0
Cn1c(=O)c2c(ncn2CC(=O)N2CCN(c3ccccc3F)CC2)n(C)c1=O,-4.0,-0.4,-5.0,7.2,102.1,104.0,101.2,33,-6.0,-17.0,2.0
CC1CN(c2oc(-c3ccco3)nc2S(=O)(=O)c2ccccc2)CC(C)O1 (stereo not drawn),-4.0,0.6,-4.0,1.4,101.5,101.8,102.2,26,-9.0,-12.0,-2.0
Cc1ccc(NC(=O)CCC(=O)O)cc1F,-9.0,0.1,-9.0,-4.0,97.6,99.3,97.1,35,-7.0,-18.0,-2.0
CN(CCOC(=O)c1cccc(Br)c1)C(C)(C)C,0.0,-0.2,4.0,0.9,103.5,104.2,104.3,10,4.0,0.0,1.0
Cc1ccc(S(=O)(=O)NC2c3cccc4cccc(c34)C2Sc2nc(C)cc(C)n2)cc1 (stereo not drawn),-6.0,2.6,-14.0,6.9,91.3,98.2,95.3,5,0.0,-1.0,-2.0
Cc1n[nH]c(C)c1Cc1ccc(C(=O)O)cc1,0.0,0.0,-2.0,-0.5,97.9,100.7,98.8,10,0.0,0.0,0.0
Cc1ccc(NC(=O)/C=C/C(=O)O)c([N+](=O)[O-])c1,-6.0,0.5,-5.0,0.9,101.0,102.4,96.6,21,-11.0,-10.0,0.0
CC(Cl)C(=O)NNc1cccc(Cl)n1 (stereo not drawn),0.0,0.1,-33.0,1.2,100.9,91.6,96.5,25,2.0,18.0,0.0
O=C(OCC(=O)N1CCc2ccccc21)c1cncc(Br)c1,1.0,0.4,-2.0,3.3,u,104.5,102.9,13,-3.0,0.0,2.0
CCOc1ccc(N(CC(=O)NN=C2CCN(C)CC2)S(C)(=O)=O)cc1,-2.0,1.9,-1.0,5.9,98.2,102.4,103.1,6,0.0,-5.0,-2.0
COC(=O)c1ccc(OC(=O)C2CC(=O)N(c3cccc(C)c3)C2)cc1 (stereo not drawn),-3.0,0.4,-6.0,1.2,88.0,92.6,89.7,34,-12.0,-10.0,0.0
Cc1nc2ccc(NC(=O)c3ccc(S(=O)(=O)N(C)C)cc3)cc2s1,1.0,1.0,1.0,5.4,98.2,102.2,96.7,15,0.0,-2.0,2.0
CO/N=C/C(=N\Nc1ccc(OC)cc1)C(=O)c1ccc(F)cc1,-3.0,0.4,-6.0,4.7,34.9*,44.7*,40.2*,15,-7.0,-5.0,-4.0
O=C(/C=C/c1ccccc1)Nc1nnc(-c2ccco2)o1,3.0,-1.2,2.0,-1.8,103.1,101.1,102.6,9,1.0,3.0,0.0
CCOc1ccccc1NC(=O)C(NCC1CCCCC1)c1ccccc1 (stereo not drawn),-3.0,1.3,-3.0,2.9,102.0,100.2,99.3,14,-1.0,-4.0,-1.0
CCN(C(=O)c1nn(-c2ccc(OC)cc2)c(=O)c2c1c1ccccc1n2C)c1ccc(OC)cc1,-5.0,0.6,-6.0,0.5,101.2,96.3,98.1,11,-1.0,-5.0,-7.0
O=C(CCCCCNc1nc(=S)[nH]c2ccccc12)NCc1ccccc1Cl,0.0,-0.9,-28.0,14.0,101.3,99.9,102.1,10,0.0,0.0,2.0
COc1ccc(N2CCN(C(=O)c3cn(C)c(=O)c4c3c3ccccc3n4C)CC2)cc1,-10.0,0.0,-8.0,2.6,102.1,100.4,99.8,24,-8.0,-18.0,-1.0
CC1=NN(Cc2ccccc2)C(=O)C1,-4.0,-0.4,-4.0,-5.2,95.5,90.9,95.9,9,2.0,-1.0,-1.0
COc1ccc(Cl)cc1NC(=O)C1CSC(c2ccncc2)=N1 (stereo not drawn),-1.0,1.1,-9.0,31.5,100.6,100.0,101.8,14,-1.0,0.0,-3.0
Cc1ccc(CNC(=O)C2CCC(=O)N2CCc2ccccc2)cc1 (stereo not drawn),-1.0,0.2,-2.0,0.4,100.7,98.9,100.2,11,-4.0,0.0,-2.0
Cn1c(-c2sc3cc(C(F)(F)F)cnc3c2-c2ccccn2)n[nH]c1=S,-4.0,1.4,-16.0,-0.3,111.5,101.0,102.4,10,-3.0,0.0,0.0
O=C(CCS(=O)(=O)c1cccs1)Nc1ccc(C(=O)NCc2ccccc2)cc1,-5.0,-0.4,-8.0,7.7,98.1,105.3,101.8,35,-7.0,-12.0,-1.0

# Limited to GSH bead fluor (4 entries from above):
molecule,GSH bead fluor
O=C(CCCCCNc1nc(=S)[nH]c2ccccc12)NCc1ccccc1Cl,10
COc1ccc(N2CCN(C(=O)c3cn(C)c(=O)c4c3c3ccccc3n4C)CC2)cc1,24
CC1=NN(Cc2ccccc2)C(=O)C1,9
COc1ccc(Cl)cc1NC(=O)C1CSC(c2ccncc2)=N1 (stereo not drawn),14

# Structures listed so far printed as active in RGS4-Gao reg.
compound	Bim-Bcl-XL	Bim-Bcl-B	ABCG2 inh	RGS7-Gao reg	RGS8-Gao reg	RGS4-Gao reg	GSH bead fluor	Bim-Bcl-2	Bfl-1 Bim block	Bcl-W Bim block
CO/N=C/C(=N\Nc1ccc(OC)cc1)C(=O)c1ccc(F)cc1	-3.0	-6.0	4.7	34.9*	44.7*	40.2*	15	-7.0	-5.0	-4.0
